Screening results: PubChem, Southern Research Specialized Biocontainment Screening Center
VEEV TC-83 Vero – inhibitors of VEEV TC-83 cytopathic effect, confirmation, Vero cells (AID 588727). 0.13% of 350,000 active. inhibition, % at 20 µM; hits with a dose series show IC50 in µM. Vero cells, VEEV TC-83 cytopathic effect inhibition; higher % means a stronger effect; in the data active means a potency from the dose series; inconclusive means inhibition mostly from about 14% at the one dose, without a potency; inactive means the rest, 99 in 100 with inhibition below about 12%; further: strong numbers were not always called active
M. tuberculosis – growth inhibition of non-replicating M. tuberculosis (AID 488890) | inhibition, % at 25 µM; hits with a dose series show IC50 in µM | Mycobacterium tuberculosis non-replicating, growth inhibition; higher % means a stronger effect | 0.39% of 320,000 active; in the data active means a potency from the dose series; inconclusive means inhibition mostly from about 82% at the one dose, without a potency; inactive means the rest, 99 in 100 with inhibition below about 76%;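 further: plate controls were DMSO cells for no effect and high antibiotic wells for full effect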
PhoP GFP inhibition – PhoP regulon inhibitors, Salmonella typhi PhoP promoter GFP reporter, confirmatory (AID 1850); 0.33% of 310,000 active; Salmonella Typhi PhoP-promoter GFP reporter, fluorescence, 4 h; higher % means a stronger effect; one-dose inhibition, % at 50 µM; IC50 in µM for titrated hits; in the data active means a potency from the dose series; inconclusive means inhibition mostly from about 25% at the one dose, without a potency; inactive means the rest, 99 in 100 with inhibition below about 19%;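 further: 0% = induced wells with vehicle and 100% = uninduced wells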
influenza NS1A – NS1A inhibition, H1N1 influenza, cell based functional assay (AID 504329) | NS1A functional cell-based assay, percent inhibition; higher % means a stronger effect | 0.3% of 340,000 active | one-dose inhibition, % at 12.5 µM; IC50 in µM for titrated hits; in the data active means a potency from the dose series; inconclusive means inhibition above about 27% without an active follow-up result; further: strong numbers were not always called active
H37Rv inhibition – M. tuberculosis growth inhibition, HTS (AID 449762) | inhibition, % at 25 µM; hits with a dose series show IC50 in µM | 0.59% of 330,000 active | M. tuberculosis H37Rv growth inhibition, 7H9 media; higher % means a stronger effect; in the data active means a potency from the dose series; inconclusive means inhibition above about 70% without an active follow-up result;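 further: bacterial growth assessed after seven days of incubation; strong numbers were not always called active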
VEEV TC-83 Vero 10K pilot screen – recorded beside VEEV TC-83 Vero, whose call it bears; inhibition, %; measured here: 10K pilot screen inhibition
* hit, by the source's call; i = inactive; u = inconclusive; x = not tested or not shown.

SMILES	VEEV TC-83 Vero	M. tuberculosis	PhoP GFP inhibition	influenza NS1A	H37Rv inhibition	others
CCn1c(CSc2nnc(-c3ccc4c(c3)OCO4)o2)nc2cc(S(=O)(=O)N(C)C)ccc21	6.6%	36%	-5%	16%	-2%
CCCNc1nc2c(c(=O)[nH]c(=O)n2C)n1Cc1cccc(Br)c1	i	-5%	-7%	1%	-10%
CN(c1ccccc1)S(=O)(=O)c1cccc(NC(=O)Cc2n[nH]c(=O)c3ccccc23)c1	1.7%	29%	x	-6%	19%
CCOC(=O)c1c(NC(=O)c2cccs2)sc2c1CCC2	0.2%	4%	-13%	-14%	-2%
COc1ccc(OC)c(/C=C2\SC(=S)N(Cc3cccnc3)C2=O)c1	30%	26%	0%	5%	-10%
Cc1nc2sccn2c(=O)c1S(=O)(=O)N1CCN(c2ccc(F)cc2)CC1	0.2%	1%	-3%	38%	9%
COc1ccc(C(=O)NC(=S)Nc2ccc3oc(=O)ccc3c2)cc1[N+](=O)[O-]	i	19%	-1%	0%	12%
O=C(CCc1nnc2ccc(NCc3ccco3)nn12)N1CCN(c2ccccc2F)CC1	1.6%	29%	-2%	2%	-1%
Cc1ccccc1C(=O)NC(=S)Nc1ccccc1C(F)(F)F	1.6%	22%	-2%	9%	8%
Fc1cccc(CO/N=C/c2c(-c3ccccc3)nc3ccc(Cl)cn23)c1	3.6%	51%	5%	-2%	9%
O=C(c1ccc2c(c1)N(Cc1ccccc1F)C(=O)c1ccccc1S2(=O)=O)N1CCCC1	i	-4%	-8%	-1%	1%
COc1ccc(C(=O)NC(=S)Nc2ccc3c(c2)Cc2ccccc2-3)cc1	0.2%	-4%	5%	3%	-6%
COc1cccc(Nc2nc(-c3sc(NC(=O)c4ccccc4)nc3C)cs2)c1	7.2%	24%	5%	-15%	2%
COc1cc(=O)[nH]c(SCc2c(F)c(F)c(F)c(F)c2F)n1	0.7%	23%	-3%	-6%	-10%
NC(CSC(c1ccccc1)(c1ccccc1)c1cccc2ccccc12)C(=O)O (centres undefined)	1.6%	x	x	-1%	x
Cc1cccc(NC(=O)CCCCC(=O)Nc2cccc(C)c2)c1	1.9%	-1%	-1%	x	9%
COc1ccccc1CNC(=O)c1ccccc1NS(C)(=O)=O	i	8%	-1%	-5%	5%
CC(C(=O)Nc1ccc(S(=O)(=O)N2CCCC2)cc1)N1CCN(C(=O)c2ccco2)CC1 (centres undefined)	0.2%	-1%	6%	-22%	-6%
O=C(CC(=O)Nc1nc(C23CC4CC(CC(C4)C2)C3)cs1)NCCO	2.7%	7%	3%	0%	-5%
CC(C)CN(C(=O)COC(=O)c1ccccc1NCc1ccco1)c1c(N)n(Cc2ccccc2)c(=O)[nH]c1=O	1.7%	7%	2%	-8%	u
O=C(NN=C1CCCC1)c1cccc(O)c1	7.1%	12%	-11%	14%	-8%
O=C(CNCCc1ccc(Cl)cc1)Nc1ccc(C(=O)N2CCCCC2)cc1	0.8%	48%	17%	-4%	49%
CC(C)OP(=O)(c1ccc(N(C)C)cc1)C(Nc1ccccc1)c1cccnc1 (centres undefined)	1.9%	16%	9%	0%	-2%
Cn1c(SCc2nnc(-c3ccc(F)cc3)o2)nnc1C1COc2ccccc2O1 (centres undefined)	4.8%	7%	1%	5%	0%	VEEV TC-83 Vero 10K pilot screen=0.3
COc1cc(-c2nnc(SCc3cc(=O)oc4cc(C)ccc34)o2)cc(OC)c1OC	5.9%	12%	-9%	14%	-12%

New compounds follow.
SMILES	VEEV TC-83 Vero	M. tuberculosis	PhoP GFP inhibition	influenza NS1A	H37Rv inhibition	others
COc1ccc(-c2nc(N3CCOCC3)nc3n[nH]c(N)c23)cc1	9.5%	0%	-4%	11%	-3%
O=S(=O)(NCC(c1ccc2c(c1)OCO2)N1CCN(c2ccccc2)CC1)c1ccccc1 (centres undefined)	3.4%	-14%	1%	0%	22%
NC(=O)c1c(NC(=O)C2CCCO2)sc2c1CCCCC2 (centres undefined)	1.1%	10%	-5%	-1%	3%
COc1ccc(-n2nc(C(=O)Nc3ccc(OC)c(OC)c3)c3c4ccccc4n(C)c3c2=O)cc1	11%	-7%	0%	11%	3%
Cc1c(OCC(=O)NC2CC(C)(C)NC(C)(C)C2)ccc2c1oc(=O)c1ccccc12	u	65%	8%	10%	6%
C/C(=N\Nc1nc(N)cc(Cl)n1)c1cccc(N)c1	4.9%	13%	0%	3%	-1%
Cc1ccc(C(=O)OCC(=O)N2CCOCC2)c(C)c1	0.6%	-1%	-12%	4%	0%
CCOC(=O)C1C(=O)NC(SCC(=O)Nc2nccs2)=C(C#N)C1c1ccccc1OCC (centres undefined)	9.4%	u	-9%	1%	55%
COC1CC(OC2CCC3(C)C(CCC4C3CCC3(C)C(C5=CC(=O)OC5)C(OC(C)=O)CC43O)C2)OC(C)C1OC1OC(COC2OC(CO)C(O)C(O)C2O)C(O)C(O)C1O (centres undefined)	x	-10%	4%	x	-9%
NS(=O)(=O)c1ccc(Nc2nc(-c3ccc(O)cc3)cs2)cc1	i	-5%	-1%	5%	-3%	VEEV TC-83 Vero 10K pilot screen=4.7
CCc1ccc(OCCNC(=O)c2cc(SC)ccc2Cl)cc1	0.4%	5%	9%	-8%	-2%
CC1=CC(C)(C)n2c(O)c(N=NC(N)=S)c3c(C)ccc1c32	0.4%	u	3%	1%	2%
Cc1ccc(Sc2ccc(N)cc2C#N)cc1	5.0%	1%	2%	7%	-5%
Cc1cccc(NS(=O)(=O)c2cccc([N+](=O)[O-])c2)n1	i	0%	-5%	-8%	-2%
CCc1cccc(C)c1NC(=O)Cc1ccsc1	0.4%	13%	10%	-7%	0%
CCc1ccc(-n2c(C)cc(/C=N/NC(=O)c3ccncc3)c2C)cc1	i	47%	-14%	2%	u	VEEV TC-83 Vero 10K pilot screen=0.0
CCCCCn1c(Br)nc2c1c(=O)n(CC(N)=O)c(=O)n2C	4.2%	-1%	-3%	7%	5%
CCCCNC(=O)/C(C#N)=C/c1ccc(F)cc1F	0.8%	40%	-1%	5%	0%
CCCn1c2c(c(=N)c3c1CCC3)CCC2	5.9%	20%	-3%	10%	-6%
C/C(=N/NC(=O)CNc1ccc(C)cc1)c1ccc(Cl)cc1	1.8%	5%	-11%	3%	-7%
CCC[C@H]1CC(=O)C=C(c2ccsc2)ON1C(=O)OC(C)(C)C	0.3%	x	x	-14%	x
O=C(NCc1cccc(Cl)c1)c1cccc(S(=O)(=O)N2CCCCC2)c1	i	42%	x	-14%	4%
Cc1ccc(NCC(O)C(O)C(O)CO)c(N=Nc2ccccc2)c1C (centres undefined)	1.7%	20%	17%	4%	3%
C#CCOc1c(Br)cc(/C=C2/C(=O)ON=C2C)cc1OC	1.1%	-14%	2%	1%	-10%
COc1ccc(OC)c(CCNC(=O)CS(=O)(=O)Cc2nc(-c3ccc(C)cc3)oc2C)c1	i	24%	-2%	1%	-14%

Other entries
SMILES	VEEV TC-83 Vero	M. tuberculosis	PhoP GFP inhibition	influenza NS1A	H37Rv inhibition	others
CCOC(=O)N1CCN(C(=O)c2ccccc2N(Cc2ccccc2)S(=O)(=O)c2ccccc2)CC1	3.3%	-4%	3%	4%	-1%
COc1ccc(C(CNC(=O)Cc2ccc(Cl)c(Cl)c2)N2CCCCC2)cc1 (centres undefined)	1.8%	15%	0%	-6%	-2%
CCC(C(=O)Nc1ccc(Cl)cc1)N1CCCC1=O (centres undefined)	i	3%	1%	x	2%
COc1nc(NS(=O)(=O)c2ccc(C)cc2)nc(C)c1Cl	i	-3%	5%	0%	-4%
C(=C\c1ccccc1)/C=N/n1cnnc1	3.4%	7%	-9%	-3%	0%
COc1ccc(Cl)cc1NC(=O)CSc1nnc(Cn2c(=O)sc3ccccc32)n1C	0.2%	6%	-10%	-12%	-7%
CCNC(=O)CC(=O)Nc1ccccc1C(=O)O	i	x	5%	10%	-6%
COC(=O)c1cc(Br)c(=O)n(Cc2ccc3c(c2)OCO3)c1	1.5%	5%	-3%	5%	-7%
COc1ccc(S(=O)(=O)NC(C)C(=O)NCC2CCCO2)cc1OC (centres undefined)	0.8%	-9%	-24%	12%	3%
O=C(OCc1ccccc1)N1CCC2CC1c1cc(NCCc3ccccc3)ccc12 (centres undefined)	1.0%	x	x	0%	x
Cc1ccccc1OCC(=O)NN1C(=O)C2C3C=CC(O3)C2C1=O (centres undefined)	i	-8%	-2%	-2%	-5%
COc1cc(NC(=O)c2ccccc2)c(OC)cc1Cl	0.9%	17%	-10%	-8%	3%	VEEV TC-83 Vero 10K pilot screen=0.2
COC(=O)C1=C(C)N(C)C(=S)NC1c1ccccc1 (centres undefined)	0.4%	-13%	-4%	-3%	1%
COc1cc([N+](=O)[O-])cc(/C=N/NC(=O)Cn2cncn2)c1O	i	-8%	5%	10µM*	1%
O=C(COC(=O)[C@H](Cc1ccccc1)NC(=O)c1cccs1)Nc1c(Cl)cccc1Cl	i	17%	-4%	-3%	5%
Cc1cccc(N2CCN(C(=O)C(C)C)CC2)c1C	2.4%	18%	-4%	-1%	3%
COc1nc(N)c(S(=O)(=O)c2ccccc2)cc1C#N	1.3%	0%	-6%	14%	-2%
Cc1ccc(CNC(=O)c2cc(S(=O)(=O)N3CCCCC3)ccc2N2CCOCC2)cc1	1.4%	21%	x	-5%	4%
CCCS(=O)(=O)N1CCN(c2ccccc2F)CC1	0.5%	0%	-2%	2%	0%
Cc1[nH]c(=O)c(C#N)c2c1CSC(C)(C)C2	2.6%	2%	-1%	8%	-3%
Cc1cccc(C(=O)NCC(=O)OCC(=O)N(C)CC(=O)Nc2ccccc2Cl)c1	1.4%	3%	x	-7%	-4%
Cc1ccc(Oc2nc3ccccc3n3cccc23)cc1	4.8%	33%	5%	-3%	4%
O=C(N/N=C/c1ccc2cccc(OCc3ccccc3)c2n1)c1ccc(Cl)cc1	10%	54%	-3%	-11%	5%
O=C(Nc1cccc2nsnc12)C1CC(=O)N(c2ccccc2)C1 (centres undefined)	2.5%	7%	-4%	-11%	0%
CC(=O)C1=C(C)NC(SCC(=O)c2ccc(-c3ccccc3)cc2)=C(C#N)C1c1cccnc1 (centres undefined)	x	44%	2%	x	u

Of the compounds above, these contain an NH in an aromatic ring:
SMILES	VEEV TC-83 Vero	M. tuberculosis	PhoP GFP inhibition	influenza NS1A	H37Rv inhibition	others
CCCNc1nc2c(c(=O)[nH]c(=O)n2C)n1Cc1cccc(Br)c1	i	-5%	-7%	1%	-10%
CN(c1ccccc1)S(=O)(=O)c1cccc(NC(=O)Cc2n[nH]c(=O)c3ccccc23)c1	1.7%	29%	x	-6%	19%
COc1cc(=O)[nH]c(SCc2c(F)c(F)c(F)c(F)c2F)n1	0.7%	23%	-3%	-6%	-10%
CC(C)CN(C(=O)COC(=O)c1ccccc1NCc1ccco1)c1c(N)n(Cc2ccccc2)c(=O)[nH]c1=O	1.7%	7%	2%	-8%	u
COc1ccc(-c2nc(N3CCOCC3)nc3n[nH]c(N)c23)cc1	9.5%	0%	-4%	11%	-3%
Cc1[nH]c(=O)c(C#N)c2c1CSC(C)(C)C2	2.6%	2%	-1%	8%	-3%

Continuation:
SMILES	VEEV TC-83 Vero	M. tuberculosis	PhoP GFP inhibition	influenza NS1A	H37Rv inhibition	others
CCOCCn1c(CN2CCOCC2)nc2c1c(=O)[nH]c(=O)n2C	2.1%	-13%	-1%	-5%	0%
CCOC(=O)C(=CN=C(N)Nc1nc2ccccc2o1)C(=O)OCC	1.8%	u	-1%	1%	u
COC(=O)C(NS(=O)(=O)c1ccc(C)cc1)c1ccccc1 (centres undefined)	0.6%	25%	-8%	3%	54%
CCOC(=O)C1CCN(C(=O)COC(=O)CSc2ccccc2C)CC1	3.9%	21%	x	-23%	5%
O=C(N/N=C/C=C/c1ccccc1)C(O)c1ccccc1 (centres undefined)	1.0%	2%	-10%	5%	1%
Cc1ccccc1N1C(=O)NC(=O)/C(=C\c2cc(Br)c(N3CCOCC3)o2)C1=O	i	-12%	-1%	13%	-6%
COCCN(CCOC)S(=O)(=O)c1ccc(C(=O)Nc2nnc(C)o2)cc1	i	-1%	11%	3%	-8%
CCOCCCNC(=S)N1C2CCC1CC(NC(=O)NC13CC4CC(CC(C4)C1)C3)C2 (centres undefined)	1.5%	-10%	0%	22%	-2%
O=C(N/N=C/C=C/c1ccc2c(c1)OCO2)c1ccc([N+](=O)[O-])cc1	0.1%	-6%	6%	-5%	7%
CCCCOCCCn1c(N)c(C(=O)OC(C)COC)c2nc3ccccc3nc21 (centres undefined)	7.4%	28%	3%	-7%	-1%

Pulled by compound from the entries so far:
SMILES	VEEV TC-83 Vero	M. tuberculosis	PhoP GFP inhibition	influenza NS1A	H37Rv inhibition	others
CCOCCn1c(CN2CCOCC2)nc2c1c(=O)[nH]c(=O)n2C	2.1%	-13%	-1%	-5%	0%
COCCN(CCOC)S(=O)(=O)c1ccc(C(=O)Nc2nnc(C)o2)cc1	i	-1%	11%	3%	-8%
